Source: PubChem BioAssay (National Center for Advancing Translational Sciences (NCATS))
Pol iota inh: inhibitors of human DNA polymerase iota | AID 588590 | Q9UNA4 | 390,000 tested, 1% active | Potency, µM (series often up to 115 µM), inactives show at the top dose activity, negative = inhibition, hits mostly inhibitors | Pol iota fluorescent replication assay, 10 min; note: potency is the fitted concentration of half-maximal effect
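Fluorescent replication assay read twice, at 0 min and 10 min after adding 50 nM (final) substrate. Enzyme (10 nM) and compounds were first incubated 15 min at room temperature; enzyme-free buffer wells were negative controls.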
Pol beta inh: blocks human DNA polymerase beta activity; Pol beta primer extension/strand displacement, fluorescence kinetic; Potency, µM (highest dose often 114 µM), inactives show top-dose activity change, negative = inhibition, actives largely listed as inhibitors; 340,000 tested, 1.3% active; AID 485314; note: potency is the fitted concentration of half-maximal effect; % is set by controls: 0 for no effect and ±100 for the full control effect
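Homogeneous kinetic assay of primer extension and strand displacement by 10 nM Pol beta, preincubated 15 min at room temperature with compound before 50 nM substrate (final) was added. Read at 0 and 10 min; four-parameter Hill fit.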
APE1 inh: blocks human APE1 abasic DNA cleavage | P27695 | recombinant APE1, TAMRA/BHQ-2 abasic DNA cleavage fluorescence | Potency, µM (titrated, usually from 65.8 µM), for inactives: top-dose activity change, negative = inhibition, usual class: inhibitors | 350,000 tested, 0.35% active | AID 2517;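 note: potency is the fitted concentration of half-maximal effect; plate controls were vehicle for no effect and reference inhibitor for full effect; nearly all actives have a fitted effect of over 55% in size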
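Step 1: APE1 (0.75 nM) with compound, 15 min RT. Step 2: add 50 nM fluorophore/quencher THF duplex. Step 3: three fluorescence reads 60 s apart (525/598 nm); read 3 minus read 1 = reaction progress.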
ERG Ets-DNA blk: inhibitors of human ERG Ets domain-DNA interaction; P11308; AID 624246; fluorescence polarization, His-ERG Ets domain / labelled DNA; Potency, µM (doses to about 76.9 µM), inactives show top-dose FP activity, negative = inhibition, actives largely listed as inhibitors; 370,000 tested, 0.028% active; active = well fitted inhibition curve with a large enough effect in the polarisation, with a control signal flat; inconclusive = small, poorly fitted or top-dose-only effect, or effect the other way, or a change in a side signal; inactive = no such curve, though single readings can be large or run the other way; the % refers to the polarisation;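 note: polarization taken with two DNA probes labelled with fluorescein and Texas red; potency is the fitted concentration of half-maximal effect; % of control where 0% means no effect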
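His-tagged ERG Ets domain (1 uM in the protein solution; 300mM KCl, 50mM Tris-HCl, 1mM EDTA, 1mM DTT, pH 7.5) received compound, then a probe mix of 5 nM fluorescein-DNA and 100nM Texas-615-DNA. Fluorescence polarization was read for both dyes.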
Apoferritin bind: binds horse apoferritin like a general anesthetic; apoferritin/1-aminoanthracene competitive binding, fluorescence; 350,000 tested, 0.074% active; Potency, µM (highest dose often 77.5 µM), without a hit: top-dose activity change, negative = displacement, most hits filed as inhibitors; P02791; AID 485281; note: potency is the fitted concentration of half-maximal effect; % is set by controls: 0 for no effect and ±100 for the full control effect; nearly all actives have a fitted effect of over 20% in size
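Steps: apoferritin (10 uM) was premixed with half-saturated 1-AMA in PBS, compounds were pin-transferred, plates stood 10 min at room temperature, fluorescence was read at 380/535 nm, and curves were fitted with a Hill equation.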
Pol kappa inh: blocks human DNA polymerase kappa activity | Q9UBT6 | purified Pol kappa, fluorescent DNA synthesis assay, 10 min | Potency, µM (titrated, usually from 107 µM), for inactives: top-dose activity, negative = inhibition, actives largely listed as inhibitors | 400,000 tested, 0.53% active | AID 588579; note: potency is the fitted concentration of half-maximal effect; % is set by controls: 0 for no effect and ±100 for the full control effect
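Kinetic fluorescence screen: compound preincubated 15 min RT with 10 nM enzyme; 50 nM substrate (final) initiates; reads at 0/10 min.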
12-LOX inh: ALOX12 (human) lipoxygenase inhibition; purified 12hLO, xylenol orange hydroperoxide absorbance; P18054; Potency, µM (titrated, usually from 108 µM), without a hit: top-dose activity change, negative = inhibition, hits mostly inhibitors; 580,000 tested, 1.1% active; note: potency is the fitted concentration of half-maximal effect; % is set by controls: 0 for no effect and ±100 for the full control effect
Target sequence (P18054 whole entry, looked up): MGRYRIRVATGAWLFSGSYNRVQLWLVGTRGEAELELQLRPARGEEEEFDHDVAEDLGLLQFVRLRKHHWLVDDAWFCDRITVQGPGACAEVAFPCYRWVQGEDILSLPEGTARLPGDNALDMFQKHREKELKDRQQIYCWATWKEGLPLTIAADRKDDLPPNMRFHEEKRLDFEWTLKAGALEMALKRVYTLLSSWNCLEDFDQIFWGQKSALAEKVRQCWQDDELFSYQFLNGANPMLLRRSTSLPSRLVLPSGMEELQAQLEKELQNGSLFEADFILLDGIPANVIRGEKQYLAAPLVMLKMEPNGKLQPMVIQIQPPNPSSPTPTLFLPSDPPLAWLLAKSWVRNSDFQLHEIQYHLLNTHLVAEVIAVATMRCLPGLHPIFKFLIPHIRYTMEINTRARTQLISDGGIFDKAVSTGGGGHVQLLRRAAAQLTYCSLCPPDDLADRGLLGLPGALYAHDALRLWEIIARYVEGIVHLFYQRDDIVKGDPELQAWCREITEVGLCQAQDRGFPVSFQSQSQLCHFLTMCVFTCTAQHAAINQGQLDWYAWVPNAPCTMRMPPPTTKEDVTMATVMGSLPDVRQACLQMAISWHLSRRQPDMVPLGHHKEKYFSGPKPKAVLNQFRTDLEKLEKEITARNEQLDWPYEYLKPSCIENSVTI
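Purified human 12hLO (150 nM final) in 25 mM Hepes, 0.01% Triton X-100, pH 7.0 was preincubated 15 min at room temperature with compound. Then 40 uM arachidonic acid was added, 30 min. Hydroperoxide was read by Fe-XO absorbance ratio 573/405 nm.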
TRHR ag: TRH receptor (human) agonism | activation, % at 2 µM | P34981 | TRHR cells, calcium flux fluo-8, FDSS agonist mode | AID 493084 | 360,000 tested, 0.18% active; in the data active = activation above about 30%; note: 0% is about no effect
Target sequence (P34981 whole entry, looked up): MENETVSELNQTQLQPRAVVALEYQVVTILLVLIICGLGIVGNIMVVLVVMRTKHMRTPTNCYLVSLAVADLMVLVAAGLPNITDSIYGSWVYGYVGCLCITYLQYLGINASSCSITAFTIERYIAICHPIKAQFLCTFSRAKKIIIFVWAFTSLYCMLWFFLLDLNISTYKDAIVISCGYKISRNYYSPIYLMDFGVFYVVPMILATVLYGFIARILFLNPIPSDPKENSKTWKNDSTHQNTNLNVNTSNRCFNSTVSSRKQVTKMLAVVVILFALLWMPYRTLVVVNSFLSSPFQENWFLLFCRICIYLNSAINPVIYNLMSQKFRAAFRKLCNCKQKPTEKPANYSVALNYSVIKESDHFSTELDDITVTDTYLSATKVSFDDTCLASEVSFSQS
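Read-out: compound-evoked intracellular calcium rise in TRHR cells, fluo-8 dye, kinetic FDSS fluorescence at 1 s/cycle following a 10-cycle baseline. Cells cultured overnight before dye loading (30 min–1.5 h, RT).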
BLM helicase inh: blocks DNA unwinding by human BLM helicase | P54132 | recombinant BLM DNA unwinding, fluorescence dequenching | Potency, µM (top dose mostly 56.1 µM), for the others: at the top dose activity change, negative = inhibition, actives largely listed as inhibitors | 350,000 tested, 0.2% active;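 note: potency is the fitted concentration of half-maximal effect; plate controls were vehicle for no effect and no enzyme for full effect; nearly all actives have a fitted effect of over 35% in size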
Starred values were filed as active, the others as inactive; i = inactive; ? = inconclusive; nt = no result given; [ ] = remark or other dose. Unless noted, calls come from the whole dose curve; as a rule, active = well fitted curve in the direction sought with a large enough effect; inconclusive = small, poorly fitted or top-dose-only effect, or another doubt; inactive = no such curve, though single readings can be large; an effect the other way counts as inactive or inconclusive.

SMILES	Pol iota inh	Pol beta inh	APE1 inh	ERG Ets-DNA blk	Apoferritin bind	Pol kappa inh	12-LOX inh	TRHR ag	BLM helicase inh
CCOC(=O)CCc1c(C)c2ccc(OCC(=O)OC(C)C)cc2oc1=O	-5%	0%	5%	14%	4%	-9%	-4%	0.5	0%
COc1ccc(-c2nc3ccccc3c(=O)n2CCOc2c(C)cccc2C)cc1	79%[activator]	28%	?	1%	2%	-11%	-7%	0.4	-7%
Cc1cc([N+](=O)[O-])ccc1NC(=S)NC(=O)Cc1ccccc1	2%	13%	-7%	0%	?	-17%	?	0.5	-12%
Cc1ccc(C)c(N2CCN(C(=O)Cc3c(C(=O)O)c(C)cn3C)CC2)c1	1%	-5%	nt	-1%	-11%	-4%[60.1 µM]	4%	0.0	3%
COc1ccc2[nH]cc(CCNS(=O)(=O)c3ccc(F)cc3)c2c1	34%[activator]	-8%	-1%	-12%	-11%	-1%	-13%	-0.5	-8%
CC(OC(=O)c1ccccc1OCc1ccc(Cl)cc1)C(N)=O (centres undefined)	39%[activator]	22%	11%	-3%	-8%	-4%	-9%	0.8	-2%
COc1ccc(OC)c(/C=C2\Oc3cc(OCC(=O)N4CCC[C@H]4C(=O)O)ccc3C2=O)c1	?	-1%	-1%	0%	-17%	-7%	nt	6.7	-3%
COc1ccc(OC)c(C2C(C(=O)c3cccs3)=C(O)C(=O)N2CCN2CCOCC2)c1 (centres undefined)	17%	55%	-13%	-23%	-6%	-5%	?	0.7	-2%
O=C(Nc1cccc(Cl)c1)c1ccc(F)c(S(=O)(=O)N2CCN(c3ccccn3)CC2)c1	-3%	-25%	-6%	10%	-13%	-20%	?	0.7	-6%
Cc1cc(C)cc(NC(=S)Nc2ccc3cn[nH]c3c2)c1	-9%	30%	-6%	13%	-2%	-6%	?	-0.8	-6%
CCN(C(=O)CN1C(=O)c2ccccc2Sc2ccc(C(=O)OC)cc21)c1cccc(C)c1	10%	-18%	nt	1%	-6%	-6%[60.1 µM]	-13%	0.5	-7%
Nc1nonc1-c1nc2ccccc2n1CC(=O)Nc1cccc(Cl)c1Cl	107%[activator]	4%	nt	2%	-10%	-12%	-7%	-0.4	-2%
Cn1c(C(=O)N2CCN(c3ccc([N+](=O)[O-])cc3)CC2)cc2c(=O)[nH]c3ccccc3c21	6%	-26%	6%	6%	-13%	-10%	-15%	-0.5	0%
Nn1c(SCC(=O)Nc2ccc3c(c2)OCCO3)nnc1-c1ccccn1	14%	12%	5%	-3%	-13%	-6%	-12%	-0.3	4%
COc1ccc(NC(=O)CSc2nnc(-c3ccoc3C)n2CC2CCCO2)cc1 (centres undefined)	5%	43%	21%	-3%	5%	-4%	-19%	-0.6	-9%
CCc1c(C)nc2nncn2c1Nc1ccc(C(C)C)cc1	-9%	2%	nt	0%	1%	-14%	-1%	-2.3	1%
CC(C)CCCC(C)C1CCC2C3CC=C4CC(O)CC[C@@]4(C)C3CC[C@@]12C (some centres undefined)	nt	nt	4%	nt	3%	-6%[60.1 µM]	nt	nt	5%
CCN1C(=O)C(O)(C2COC(C)(C)CC2=O)c2ccccc21 (centres undefined)	-3%	0%	0%	-5%	-14%	0%	7%	0.0	-3%
COc1ccc(Cc2nc3c4cnn(-c5ccccc5Br)c4ncn3n2)cc1	15%	-10%	nt	5%	-2%	-6%	-1%	0.0	-5%
COc1cc(Cl)c(C)cc1NC(=O)CCn1c(=O)c2cccn2c2cccnc21	2%	13%	nt	1%	-11%	3%	-19%	-0.4	-5%
COc1ccc(C=O)cc1CSc1ncccc1C(=O)O	77%[activator]	8%	6%	3%	-9%	-7%	-53%	-0.4	-4%
O=C1ON=C(c2ccccc2[N+](=O)[O-])/C1=C/c1cccc([N+](=O)[O-])c1O	14%	nt	-8%	-2%	nt	9%	?	-0.2	nt
O=S(=O)(c1ccccc1F)N1CCC(c2nc3ccccc3[nH]2)CC1	22%	3%	-1%	-1%	0%	-8%	-1%	-0.9	-7%
COc1ccc(/C=C2\SC(=S)N(CCCC(=O)Nc3ccccc3C(=O)O)C2=O)cc1OC	?	-1%	-11%	-1%	-22%	3%	nt	1.7	-2%
COc1cc(NC(=O)CCC(=O)OCCCC(F)(F)C(F)(F)F)nc(OC)n1	18%	21%	4%	-14%	?	-15%	-1%	-0.1	-4%
O=C(Cc1ccc(S(=O)(=O)N2CCCC2)s1)Nc1nc2c(s1)CCCC2	?	?	?	-20%	-9%	-27%	?	1.6	-16%
Cc1ccc(CSC2=NCCN2S(=O)(=O)c2ccccc2)cc1	-9%	3%	-4%	-7%	2%	-4%	1%	1.2	-14%
O=C(c1cn(Cc2ccccc2)nc1-c1ccccc1)N1CCN(c2ccccn2)CC1	10%	nt	18%	1%	nt	0%	218%[activator]	0.7	nt
Cc1cc(C2CC(=O)Nc3ccccc3S2)c(C)s1 (centres undefined)	?	-2%	0%	2%	4%	-11%	?	7.7	-3%
COc1ccc(S(=O)(=O)N2CCC(C(=O)NC3CC(C)(C)NC(C)(C)C3)CC2)cc1	17%	6%	32%	7%	-2%	-4%	-1%	-0.3	2%
COc1ccc(N(C(=O)c2cccnc2)S(=O)(=O)c2ccc(Cl)cc2)cc1	6%	-10%	53%[activator]	2%	?	-3%	?	-0.1	-4%
S=c1[nH]nc(COc2ccc(Cl)cc2)o1	?	38%	-5%	3%	-14%	-1%	?	-0.9	-1%
CSCCC(=O)N1CCN(CC(=O)N2CCCC2)CC1	13%	-2%	-12%	2%	-4%	-9%	-19%	1.7	-3%
O=P(CCCO)(Cc1ccccc1)Cc1ccccc1	31%[activator]	4%	5%	-2%	12%	-6%	?	-0.2	-3%
S=C1NCCc2ccc(Cl)cc2C1c1ccccc1Cl (centres undefined)	1%	3%	-5%	2%	-17%	-1%	32µM*	-0.3	-9%
COc1cc(/C=C/C(=O)OCC(=O)Nc2cc(S(=O)(=O)N3CCCCC3)ccc2C)ccc1O	63%[activator]	-30%	-11%	1%	-14%	-9%	2%	-0.6	-8%
Cc1ccc(-c2nc(N3CCN(c4ccccc4Cl)CC3)c3ccccc3n2)cc1	33%[activator]	4%	nt	-1%	-7%	6%	0%	-0.4	-4%
Cc1cc(-c2nc(C)c(C(=O)NNS(=O)(=O)c3ccc(Cl)cc3Cl)s2)no1	-3%	?	-1%	-5%	4%	-8%	?	-1.2	1%
CCOC(=O)C1CCCN(C(=O)c2cc(S(=O)(=O)Nc3ccccc3OC)ccc2C)C1 (centres undefined)	5%	-1%	1%	7%	1%	-2%	1%	0.1	-3%
Cn1cnnc1SCC(=O)NCCC1=CCCCC1	12%	nt	11%	0%[15.4 µM]	nt	-7%	21%	nt	nt
Fc1ccccc1CNc1ccc(Cl)c(Cl)c1	3%	-1%	-1%	0%	?	-19%	6%	0.0	-10%
CCOc1cc(N2CCOCC2)c(OCC)cc1NC(=O)C(C)Oc1ccccc1 (centres undefined)	36%[activator]	nt	6%	0%	nt	-5%	-9%	nt	nt
COC(=O)c1[nH]c2ccc(C)cc2c1NC(=O)CN1CCC(C)CC1	8%	0%	-1%	2%	2%	-19%	-5%	0.4	-10%
Cc1ccc(C(c2nnnn2Cc2cccs2)N2CCN(C(=O)c3ccco3)CC2)cc1 (centres undefined)	?	-9%	-1%	5%	-9%	-13%	-30%	0.2	-2%
CC(=O)N1CCN(c2ccc(NC(=O)c3cc(Cl)ccc3Cl)cc2)CC1	7%	-3%	14%	7%	-5%	1%	-12%	0.7	-10%
COc1cc2sc3cc(NCCCN4CCOCC4)ccc3c(=O)c2cc1OC	?	nt	-13%	4%	nt	-28%	-1%	nt	nt
COc1ccc(C(=O)N2CCN(C(=O)COc3ccccc3)CC2)cc1OC	23%	-27%	nt	-14%	0%	8%	-31%	0.3	-1%
COc1ccc(CNC(=O)C2CCCN(S(=O)(=O)c3cnc[nH]3)C2)cc1 (centres undefined)	19%	24%	8%	-10%	4%	-3%	8%	3.0	-7%
COC(=O)N(NC(=O)C(O)(C(C)C)C(C)C)c1ccccc1	58%[activator]	-19%	1%	2%	-2%	3%	?	0.8	-1%
CC(=O)Nc1ccc(NC(=O)CC2SC(=O)N(CC(=O)c3ccccc3)C2=O)cc1 (centres undefined)	42%[activator]	4%	9%	14%	4%	2%	-44%	0.4	-6%
O=C(COc1coc(CN2CCN(c3ccccc3)CC2)cc1=O)Nc1ccccc1	?	nt	35%	-2%	nt	-15%	-25%	-0.4	nt
Cc1cc(/C=N/NC(=O)c2cccc([N+](=O)[O-])c2)c(C)n1-c1ccc(Cl)cc1Cl	-3%	13%	9%	-2%	-18%	-12%	i	-0.2	-7%
COC(=O)C1=C(CS(=O)(=O)c2cc(Cl)ccc2OC)NC(=O)NC1c1ccccc1 (centres undefined)	40%[activator]	15%	nt	-7%	-11%	-8%	?	-0.1	1%
CC(=O)Nc1ccc(S(=O)(=O)NC2CC(=O)N(c3ccc(C)c(C)c3)C2)cc1 (centres undefined)	15%	nt	-14%	-1%	nt	-7%	-2%	0.1	nt

Retrieved by compound from the entries so far (3):
SMILES	Pol iota inh	Pol beta inh	APE1 inh	ERG Ets-DNA blk	Apoferritin bind	Pol kappa inh	12-LOX inh	TRHR ag	BLM helicase inh
Cc1cc(/C=N/NC(=O)c2cccc([N+](=O)[O-])c2)c(C)n1-c1ccc(Cl)cc1Cl	-3%	13%	9%	-2%	-18%	-12%	i	-0.2	-7%
COc1ccc(CNC(=O)C2CCCN(S(=O)(=O)c3cnc[nH]3)C2)cc1 (centres undefined)	19%	24%	8%	-10%	4%	-3%	8%	3.0	-7%
COC(=O)C1=C(CS(=O)(=O)c2cc(Cl)ccc2OC)NC(=O)NC1c1ccccc1 (centres undefined)	40%[activator]	15%	nt	-7%	-11%	-8%	?	-0.1	1%

The list is partial, so the mix of outcomes need not match the whole.
